MrgX1 antagonist: antagonists of human MrgX1 receptor | Q96LB2 | MRGX1-HEK293 calcium flux, Fluo-4, BAM8-22 antagonism; active compounds read low | B-score at 10 µM | hit rate 1.3% among 310,000 | AID 588676;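 active = calcium-response B-score plate-corrected more than 3 library SD below zero, starting fluorescence within 5 deviations, no agonist response on first addition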;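 also: peak minus trough fluorescence over baseline after final BAM8-22 challenge near maximal dose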
Target sequence (Q96LB2 whole entry, looked up): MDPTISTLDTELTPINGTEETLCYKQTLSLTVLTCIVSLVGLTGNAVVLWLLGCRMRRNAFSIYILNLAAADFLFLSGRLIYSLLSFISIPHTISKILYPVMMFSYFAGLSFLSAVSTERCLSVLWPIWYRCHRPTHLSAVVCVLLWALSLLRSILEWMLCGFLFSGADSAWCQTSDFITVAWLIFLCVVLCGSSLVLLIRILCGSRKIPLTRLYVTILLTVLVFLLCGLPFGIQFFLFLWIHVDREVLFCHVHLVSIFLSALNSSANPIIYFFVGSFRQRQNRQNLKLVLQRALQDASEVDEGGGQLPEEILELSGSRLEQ
IEC-6 tox: counter-screen for KLF5 inhibitors: cytotoxicity in IEC-6 cells; IEC-6 cytotoxicity, luminescence viability; inhibition, % at 5 µM; hit rate 0.78% among 290,000; in the data active = inhibition above about 22%;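 also: 0% = plate median of test compound wells and 100% = cytotoxic reference compound wells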
SKKanGAS inh: SKKanGAS growth inhibition; S. pyogenes SKKanGAS, kanamycin growth, BacTiter-Glo, 6 h; inhibition, % at 7.5 µM; hit rate 1.3% among 300,000; AID 1662;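 active = mean replicate score, as percent of positive control median, at least 50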;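 also: strain carries kanamycin resistance gene driven by streptokinase promoter and grows in 40 µg/ml kanamycin; loss of luminescence reflects streptokinase promoter inhibition or plain growth inhibition; 0% = median of DMSO wells and 100% = positive control at its reference dose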
HIF activator: HIF pathway transcriptional activation. U2OS HRE-luciferase reporter, luminescence; normalized: DMSO 0%, desferrioxamine 100%. activation, % at 7.5 µM (by protocol). hit rate 0.32% among 300,000. AID 1910;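 active = mean activation of at least 10% of the iron chelator positive control signal, with at least half of replicates also reaching 10%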
TRPC4 agonist: TRPC4 (mouse) channel activation | hit rate 0.49% among 310,000 | B-score at 10 µM | HEK293 TRPC4beta/mu-opioid, Fluo4 calcium fluorescence; active compounds read high | Q9QUQ5;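 active = B-score above 5 SD of library B-scores, and initial fluorescence ratio not above library mean plus 5 SD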;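 also: positive B-score marks a calcium rise read as TRPC4 activation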
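Assay system: HEK293 stable line with TRPC4beta plus mu-opioid receptor; schedule: 45 min room-temperature Fluo4 loading, 110 s read; technique: kinetic Fluo4 calcium fluorescence; evaluation: integrated baseline-normalised fluorescence ratio, converted to per-well B score; controls: buffer (low) and maximal DAMGO (high)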
aSyn 5UTR inh: MLPCN primary screen, SNCA 5' untranslated region | alpha-synuclein 5'UTR reporter, inhibitor activity | inhibition, % (tested at 7.5 µM) | hit rate 0.82% among 300,000; in the data active = inhibition above about 60%;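 also: H4 neuroglioblastoma cells stably carrying SNCA 5'UTR luciferase fusion; 0% = DMSO wells and 100% = positive control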
TRPC4 block: inhibitors of mouse TRPC4 channel; B-score at 10 µM; hit rate 0.39% among 300,000; HEK293 TRPC4beta/mu-opioid, DAMGO-evoked Fluo4 calcium flux; active compounds read low;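 active = B-score over 3 SD under the library average, no early fluorescence shift, positive overall ratio signal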
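Assay system: HEK293 cells with stable TRPC4beta plus mu-opioid receptor expression. Dosing: single dose. Measured by: Fluo4 Ca2+ flux fluorescence. Also added: DAMGO in two steps, submaximal then maximal. Read-out: B score from integrated Fluo4 fluorescence ratio.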
TRPC4 potent: allosterically enhances the mouse TRPC4 cation channel; HEK293 TRPC4beta/mu-opioid, DAMGO EC20, Fluo-4 Ca2+ flux; active compounds read high; Q9QUQ5; hit rate 0.42% among 310,000; AID 2227; B-score at 10 µM;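 active = B-score of calcium response area above 5 SD of library B-scores, with initial fluorescence ratio within 5 SD of library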;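 also: B-score of integrated fluorescence ratio over time as area under calcium response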
TRPC6 inhibitor: mouse TRPC6 channel inhibition. Q61143. HEK293-TRPC6, membrane potential dye, ACh-evoked depolarization; active compounds read low. B-score at 10 µM. hit rate 1.1% among 310,000;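 active = B-score under library mean minus 3 SD, initial fluorescence not abnormally high, positive integrated signal ratio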;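 also: B-score derived from integrated fluorescence ratio over the kinetic read; more negative B-score means stronger inhibition of depolarization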
KLF5 inhibitor: suppresses KLF5 promoter-driven expression; DLD-1 KLF5 promoter-luciferase reporter, luminescence; inhibition, % at 5 µM; hit rate 0.23% among 290,000;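 active = inhibition above a per-plate limit of that plate's mean compound inhibition plus 3 SD, cut at about 60% in these data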;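 also: 0% = DMSO wells and 100% = LY294002 at 200 µM; higher means less KLF5 promoter-driven luciferase light; inactives centre near -14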
TRPC6 act: activators of mouse TRPC6 channel; Q61143; HEK293-TRPC6 membrane potential dye fluorescence; active compounds read high; B-score at 10 µM; hit rate 0.13% among 310,000; AID 2550;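 active = B-score of the integrated fluorescence ratio above library mean plus 3 SD, and starting fluorescence ratio within library mean plus 5 SD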;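 also: higher score means more depolarization so channel activation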
The depositor's hits bear a star; i = inactive; nt = not tested or not shown.

Compound	MrgX1 antagonist	IEC-6 tox	SKKanGAS inh	HIF activator	TRPC4 agonist	aSyn 5UTR inh	TRPC4 block	TRPC4 potent	TRPC6 inhibitor	KLF5 inhibitor	TRPC6 act
COc1ccc(NC(=O)c2ccc(F)c(F)c2)c2ccccc12	i	2	-14	-0.3	i	13	i	i	i	-14	i
COc1ccc2[nH]c3c(c2c1)CCN1C(=O)N([C@@H](C)C(=O)NCc2c(F)cccc2Cl)C(=O)[C@]31C	i	0	5	0.1	i	18	i	i	i	-21	i
CN1C(C(=O)NCc2cccc(Br)c2)CC2Cn3c(nc4ccccc43)C21 (stereo unspecified)	i	nt	0	-0.7	i	-3	i	i	i	nt	i
CCOC(=O)c1c(/N=C/N(C)C)sc(/C=N/Nc2ccccc2)c1-c1ccc(Cl)cc1	i	3	3	-0.1	i	-20	i	i	i	5	i
CS(=O)(=O)N(CC(=O)NCCSc1ccc(Cl)cc1)c1ccc2c(c1)OCO2	i	-2	-1	-0.7	i	-14	i	i	i	-14	i
Cc1ccc(Cl)cc1NC(=O)CCC(=O)NCc1ccco1	i	-3	-2	0.3	i	12	i	i	i	-40	i
COc1ccc(C(=O)NC2CCCc3c2cnn3-c2ccccc2F)cc1OC (stereo unspecified)	i	2	-2	-0.1	i	8	i	i	i	-22	i
COC(=O)COc1ccc(-c2ccc(F)cc2)cc1C=O	i	14	-5	-0.1	i	-12	i	i	i	9	i
COc1ccc2oc(C(=O)Nc3ccc(S(=O)(=O)N(C)C4CCN(C)CC4)cc3)c(C)c2c1	i	0	-1	1.9	i	-41	i	i	i	-30	i
Oc1cccc(NC(=S)Nc2ccccc2)c1	i	-3	0	0.1	i	-23	i	i	i	-25	i
CC(NC(=O)C1(S(=O)(=O)c2ccc(Cl)cc2)CC1)c1ccccc1 (stereo unspecified)	i	1	-4	0.5	i	0	i	i	i	-15	i
O=C(CCc1c[nH]c2ccccc12)N1CCCCCCC1	i	2	-5	-0.1	i	-26	i	i	i	-20	i

(cont.)
Compound	MrgX1 antagonist	IEC-6 tox	SKKanGAS inh	HIF activator	TRPC4 agonist	aSyn 5UTR inh	TRPC4 block	TRPC4 potent	TRPC6 inhibitor	KLF5 inhibitor	TRPC6 act
Cc1ccc(NC(=O)COc2ccc(/C=N\NC(=O)c3cccnc3)cc2)cc1C	i	4	-1	0.0	i	-9	i	i	i	-30	i
O=C(NCc1ccc2c(c1)OCO2)c1cc2n(n1)C(C(F)(F)F)CC(c1ccc3c(c1)OCO3)N2 (stereo unspecified)	i	-3	4	-0.5	i	37	i	i	i	1	i
Cn1c(=O)c2sccc2n(Cc2cccc(Br)c2)c1=O	i	6	1	-0.5	i	16	i	i	i	-37	i
Cc1ccc(C(=O)COC(=O)c2ccc3c(c2)C(=O)N(c2cccc4ncccc24)C3=O)cc1C	i	0	-4	-0.7	i	21	i	i	i	-21	i
COc1cc(Cl)c(C)cc1NC(=O)COC(=O)CCc1nc2ccccc2c(=O)[nH]1	i	nt	-4	0.0	i	3	i	i	i	nt	i
O=C(CCc1ccccc1)NNC(=O)COc1ccc(Cl)cc1	i	2	6	-1.1	i	12	i	i	i	-28	i
CCOC(=O)/C(=C/c1ccc(N2CCC(c3ccccc3)=N2)cc1)C(C)=O	nt	-6	-13	-0.5	i	-2	i	i	i	-54	14*
COc1cc(NC(=S)N2CCN(CCO)CC2)cc(OC)c1	i	6	1	0.5	i	17	i	i	i	17	i
Cc1ccccc1NC(=O)c1oc(=O)c2ccccc2c1-c1ccccc1	i	5	-10	-0.2	i	7	i	i	i	0	i
CCc1nc(SCC(=O)Nc2ccc(OC)cc2[N+](=O)[O-])n[nH]1	i	5	3	nt	i	-5	i	i	i	-27	i
O=C(O)CCCNS(=O)(=O)c1ccc(F)cc1	i	4	6	-0.7	i	25	i	i	i	-8	i
O=c1c2oc3ccccc3c2ncn1Cc1ccccc1F	i	34*	14	1.9	i	-10	i	i	i	-27	i

(further entries)
Compound	MrgX1 antagonist	IEC-6 tox	SKKanGAS inh	HIF activator	TRPC4 agonist	aSyn 5UTR inh	TRPC4 block	TRPC4 potent	TRPC6 inhibitor	KLF5 inhibitor	TRPC6 act
CN(C)CCN(C(=O)c1ccc2c(c1)OCCO2)c1nc2c(Cl)cccc2s1	i	-2	1	1.2	i	-97	i	i	-7.2*	-12	i
CC1(C)CCC(=O)N2CC[C@H]3C[C@H](OC(=O)Nc4ccc(Br)cc4)C[C@@H]1[C@H]32	i	6	-2	2.0	i	-68	i	i	i	-20	i
Cc1ccc2[nH]c(=O)c(CN(Cc3cccs3)Cc3nnnn3CC3CCCO3)cc2c1 (stereo unspecified)	i	4	6	0.5	i	-11	i	i	i	-23	i
CCc1ccc(-c2nc(CSCC(=O)NC3CC3)c(C)o2)cc1	i	-6	3	-1.7	i	71*	i	i	i	42	i
Cc1cc(C)c(OCCCNCc2ccccc2)c(Br)c1	i	5	-1	0.6	i	11	i	i	i	-5	i
COCC1CCN(Cc2cn[nH]c2-c2cc(OC)c(OC)c(OC)c2)CC1	i	-6	-6	0.6	i	11	i	i	i	-5	i
O=C(N/N=C/c1ccc(C(=O)O)cc1)C(=O)N1CCCCCC1	i	1	4	-0.5	i	2	i	i	i	2	i
COc1nc(NCC(C)C)nc(Oc2ccc(OCc3ccccc3)nn2)n1	i	0	1	-0.3	i	19	i	i	i	-10	i
CCOc1ccc(N(C(=O)CNC(=O)c2ccco2)C(C(=O)NC2CCCC2)c2cccnc2)cc1 (stereo unspecified)	i	-1	0	-0.4	i	12	i	i	i	-30	i
CSC[C@@H]1NC(=S)N(c2ccc(C)cc2)C1=O	i	-3	10	0.1	i	-11	i	i	i	1	i
OCCNCc1cccc(OCc2ccc(Cl)cc2)c1	i	-1	4	0.3	i	-2	i	i	i	-26	i
O=C1C(=O)N(c2ccccc2)c2ccccc21	i	5	-3	0.1	i	23	i	i	i	-27	i

The list goes on:
Compound	MrgX1 antagonist	IEC-6 tox	SKKanGAS inh	HIF activator	TRPC4 agonist	aSyn 5UTR inh	TRPC4 block	TRPC4 potent	TRPC6 inhibitor	KLF5 inhibitor	TRPC6 act
O=C(O)C1CCN(c2ccc([N+](=O)[O-])cc2[N+](=O)[O-])CC1	i	0	0	-0.6	i	-1	i	i	i	-13	i
O=C(NNS(=O)(=O)c1ccc(F)cc1F)C1Cc2c(ccc3ccccc23)O1 (stereo unspecified)	i	4	14	-1.2	i	-13	i	i	i	-5	i
CCCNC(=S)Nc1ccc(S(N)(=O)=O)cc1	i	-2	-6	-0.2	i	-24	i	i	i	7	i
CN(C(=O)c1cc2nc(-c3ccco3)cc(C(F)(F)F)n2n1)C1CCCCC1	i	-2	-1	0.0	i	-16	i	i	i	-13	i
O=[N+]([O-])c1ccc(N2CCN(c3ccc(O)cc3)CC2)c(Cl)c1	i	-4	7	0.0	i	34	i	i	i	-21	i
COc1ccc2[nH]c(-c3ccc(C)cc3)cc(=O)c2c1	i	2	19	-4.7	i	56	i	i	i	-84	i
Cc1cccc(Nc2ncc3c(n2)CC(c2ccco2)CC3=O)c1 (stereo unspecified)	i	-1	-1	0.2	i	-52	i	i	i	-6	i
CCCOc1cccc(C(=O)N/N=C/c2coc3ccccc3c2=O)c1	i	-2	nt	nt	i	nt	i	i	i	-6	i
Cc1cccc(NC(=O)CSc2ncnc3nc[nH]c23)c1C	i	7	2	-0.6	i	25	i	i	i	-15	i
O=C(NCc1ccccc1C(F)(F)F)C1CC(c2cccc(F)c2)=NO1 (stereo unspecified)	i	nt	22	-0.8	i	11	i	i	i	nt	i
COc1ccc2cc1Oc1ccc(cc1)C[C@H]1c3cc(c(OC)cc3CCN1C)Oc1c(O)c(OC)cc3c1[C@H](C2)N(C)CC3	i	nt	-4	-2.7	i	48	i	i	i	nt	i
Cc1ccc(C)c(N(CC(=O)NCCSCc2ccco2)S(C)(=O)=O)c1	i	-4	11	0.2	i	-3	i	i	i	-40	i

Carrying on.
Compound	MrgX1 antagonist	IEC-6 tox	SKKanGAS inh	HIF activator	TRPC4 agonist	aSyn 5UTR inh	TRPC4 block	TRPC4 potent	TRPC6 inhibitor	KLF5 inhibitor	TRPC6 act
Cc1ccc(S(=O)(=O)NCc2cccnc2)c(C)c1	i	-2	-2	0.8	i	-1	i	i	i	-20	i
C/C(=N/NS(C)(=O)=O)c1ccc2ccccc2c1	i	0	-4	0.4	i	7	i	i	i	-44	i
COc1ccc(C(=O)O/N=C(\N)Cc2ccc(Cl)cc2Cl)cc1OC	i	9	-1	-1.0	i	12	i	i	i	-46	i
CC(OC(=O)c1cccc(-n2cnnn2)c1)C(=O)Nc1ccc(F)cc1 (stereo unspecified)	i	-5	-3	-0.3	i	-7	i	i	i	-19	i
Cc1c(CCOC(=O)CC23CC4CC(CC(C)(C4)C2)C3)sc[n+]1CC(=O)c1ccccc1	i	-2	13	0.7	i	-65	i	i	i	-31	i
COc1ccc(CCn2c(C)nc3ccccc3c2=O)cc1OC	i	-5	-6	-0.2	i	-6	i	i	i	-18	i
CN(C)c1cccc2c(S(=O)(=O)Nc3ccccn3)cccc12	i	3	-3	0.2	i	-24	i	i	i	-12	i
O=C1NC(NS(=O)(=O)c2ccccc2)(C(F)(F)F)C(=O)N1Cc1cccnc1 (stereo unspecified)	i	10	-4	-0.6	i	-15	i	i	i	-2	i
Cc1nc2ccccc2nc1N/N=C/c1ccc(O)cc1O	i	-1	28	16*	i	-1	i	i	i	-20	i
CC1CCc2sc(C(=O)NN=C3CCC(c4ccccc4)CC3)cc2C1 (stereo unspecified)	i	1	0	0.1	i	7	i	i	i	-14	i
CCNC(=O)/C=C/c1ccccc1[N+](=O)[O-]	i	-5	4	0.2	i	0	i	i	i	9	i
Cn1c(NC(=O)c2ccc(S(=O)(=O)N3CCOCC3)cc2)cc(=O)n(C)c1=O	i	2	2	-0.3	i	16	i	i	i	18	i
O=C(OCc1nc2ccsc2c(=O)[nH]1)c1ccco1	i	nt	9	-0.3	i	2	i	i	i	nt	i
CCOc1ccccc1NC(=O)Cn1c(C)cc(COC)c(C#N)c1=O	i	3	2	-0.4	i	4	i	i	i	-27	i

Screening data: PubChem, several laboratories
